Bioassay records (PubChem)
ERG Ets-DNA blk = inhibitors of human ERG Ets domain-DNA interaction | P11308 | fluorescence polarization, His-ERG Ets domain / labelled DNA | Potency, µM (top dose mostly 76.9 µM), without a hit: at the top dose FP activity, negative = inhibition, hits mostly inhibitors | actives 0.028% (n = 370,000) | AID 624246; active means well fitted inhibition curve with a large enough effect in the polarisation, with a control signal flat; inconclusive means small, poorly fitted or top-dose-only effect, or effect the other way, or a change in a side signal; inactive means no such curve, though single readings can be large or run the other way; the % refers to the polarisation;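 further: polarization taken with two DNA probes labelled with fluorescein and Texas red; potency means the concentration at half of the fitted maximal effect; % of control where 0% means no effect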
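His-tagged ERG Ets domain (1 uM in the protein solution; 300mM KCl, 50mM Tris-HCl, 1mM EDTA, 1mM DTT, pH 7.5) received compound, then a probe mix of 5 nM fluorescein-DNA and 100nM Texas-615-DNA. Fluorescence polarization was read for both dyes.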
RGS4 inhibitor = human RGS4 inhibition. P49798. Transcreener GDP fluorescence polarization, RGS4-accelerated GTP hydrolysis. Potency, µM (highest dose often 114 µM), without a hit: at the highest dose activity change, negative = inhibition, actives largely listed as inhibitors. actives 0.039% (n = 390,000). AID 504845; further: potency means the concentration at half of the fitted maximal effect; on the % scale 0 is the no-effect control and ±100 the full control effect; nearly all actives have a fitted effect of over 75% in size; some results filed as inactive show a strong effect at the top dose
Target sequence (P49798 whole entry, looked up): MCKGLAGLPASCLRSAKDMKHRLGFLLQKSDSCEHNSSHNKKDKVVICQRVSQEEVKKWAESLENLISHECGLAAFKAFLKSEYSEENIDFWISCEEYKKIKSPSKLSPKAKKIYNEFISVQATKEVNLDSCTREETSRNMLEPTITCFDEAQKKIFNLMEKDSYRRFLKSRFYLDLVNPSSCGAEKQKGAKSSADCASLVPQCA
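MLSMR compounds (23 nl, pin-transferred) preincubated 10 min at room temperature with a 500nM (2x) first reagent, then RGS4 at 900nM (2x) plus Transcreener GDP mix added; fluorescence polarization (620/688 nm) read before and after 90 min at 30 °C.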
Pol kappa inh = blocks human DNA polymerase kappa activity | actives 0.53% (n = 400,000) | Potency, µM (titrated, usually from 107 µM), inactives show at the top dose activity, negative = inhibition, actives largely listed as inhibitors | purified Pol kappa, fluorescent DNA synthesis assay, 10 min; further: potency means the concentration at half of the fitted maximal effect; on the % scale 0 is the no-effect control and ±100 the full control effect
Target sequence (Q9UBT6 whole entry, looked up): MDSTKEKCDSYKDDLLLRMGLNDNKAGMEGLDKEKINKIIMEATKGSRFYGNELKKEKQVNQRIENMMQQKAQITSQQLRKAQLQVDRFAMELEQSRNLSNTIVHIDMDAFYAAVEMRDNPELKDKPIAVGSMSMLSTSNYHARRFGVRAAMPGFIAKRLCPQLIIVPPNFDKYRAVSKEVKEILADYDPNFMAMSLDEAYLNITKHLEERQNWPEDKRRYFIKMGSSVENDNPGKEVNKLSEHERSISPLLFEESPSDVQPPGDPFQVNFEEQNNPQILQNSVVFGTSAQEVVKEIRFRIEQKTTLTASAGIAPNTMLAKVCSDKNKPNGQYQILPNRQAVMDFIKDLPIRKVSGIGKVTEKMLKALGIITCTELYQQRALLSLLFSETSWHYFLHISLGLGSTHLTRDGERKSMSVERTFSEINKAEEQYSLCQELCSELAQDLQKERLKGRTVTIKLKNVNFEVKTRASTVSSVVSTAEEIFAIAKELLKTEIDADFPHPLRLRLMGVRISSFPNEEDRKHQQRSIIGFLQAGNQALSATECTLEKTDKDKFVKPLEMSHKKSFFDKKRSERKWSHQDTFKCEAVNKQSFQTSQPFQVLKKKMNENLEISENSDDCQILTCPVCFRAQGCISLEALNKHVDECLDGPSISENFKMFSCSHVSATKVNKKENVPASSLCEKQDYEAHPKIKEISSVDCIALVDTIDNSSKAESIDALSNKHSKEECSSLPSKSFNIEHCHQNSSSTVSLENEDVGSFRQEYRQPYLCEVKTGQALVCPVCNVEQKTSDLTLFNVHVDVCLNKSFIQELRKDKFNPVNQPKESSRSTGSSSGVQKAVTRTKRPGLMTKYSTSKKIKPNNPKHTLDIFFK
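Enzyme at 10 nM met test compounds for 15 min at room temperature. Substrate addition (50 nM final) began the reaction, which was monitored by fluorescence at 0 and 10 min.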
APEX1 inh = APE1 (human) endonuclease inhibition; actives 0.35% (n = 350,000); Potency, µM (series often up to 65.8 µM), inactives show at the highest dose activity change, negative = inhibition, usual class: inhibitors; P27695; recombinant APE1, TAMRA/BHQ-2 abasic DNA cleavage fluorescence; AID 2517;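 further: potency means the concentration at half of the fitted maximal effect; plate controls were vehicle for no effect and reference inhibitor for full effect; nearly all actives have a fitted effect of over 55% in size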
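Readout is kinetic fluorescence (ex 525, em 598 nm) from cleavage of 50 nM TAMRA/BHQ-2 THF abasic duplex by 0.75 nM APE1, compound added 15 min beforehand at RT.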
Apoferritin bind = binds horse apoferritin like a general anesthetic; P02791; apoferritin/1-aminoanthracene competitive binding, fluorescence; Potency, µM (titrated, usually from 77.5 µM), for the others: at the highest dose activity change, negative = displacement, usual class: inhibitors; actives 0.074% (n = 350,000); further: potency means the concentration at half of the fitted maximal effect; on the % scale 0 is the no-effect control and ±100 the full control effect; nearly all actives have a fitted effect of over 20% in size
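Concentration-response curves derived by four-parameter Hill fitting of normalized fluorescence, where compounds displaced 1-AMA from 10 uM horse apoferritin following a brief 10 min room-temperature incubation; propofol titration acted as positive control.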
12-LOX inh = blocks human arachidonate 12S-lipoxygenase. P18054. purified 12hLO, xylenol orange hydroperoxide absorbance. Potency, µM (doses to about 108 µM), without a hit: at the top dose activity change, negative = inhibition, actives largely listed as inhibitors. actives 1.1% (n = 580,000); further: potency means the concentration at half of the fitted maximal effect; on the % scale 0 is the no-effect control and ±100 the full control effect
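Purified human 12hLO at 150 nM in 25 mM Hepes, 0.01% Triton X-100, pH 7.0, preincubated 15 min at room temperature with compound. Reaction started with 40 uM arachidonic acid, 30 min at room temperature. Hydroperoxide measured by Fe-xylenol orange, 573/405 nm absorbance ratio.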
Pol beta inh = inhibitors of human DNA polymerase beta; P06746; Pol beta primer extension/strand displacement, fluorescence kinetic; Potency, µM (doses to about 114 µM), for the others: at the top dose activity change, negative = inhibition, most hits filed as inhibitors; actives 1.3% (n = 340,000); AID 485314; further: potency means the concentration at half of the fitted maximal effect; on the % scale 0 is the no-effect control and ±100 the full control effect
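Reaction started by 50 nM substrate onto compound-treated Pol beta (10 nM, 15 min preincubation, room temperature); plates read at 0 min and 10 min. Normalized concentration-effect data fitted by four-parameter Hill equation.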
POLH inh = DNA polymerase eta (human) inhibition; recombinant Pol eta, fluorescent DNA replication assay; Potency, µM (highest dose often 114 µM), inactives show at the top dose activity change, negative = inhibition, hits mostly inhibitors; actives 1.2% (n = 390,000); AID 588591; further: potency means the concentration at half of the fitted maximal effect; on the % scale 0 is the no-effect control and ±100 the full control effect
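Pol eta (10 nM) was preincubated with compounds for 15 min at room temperature, after which fluorescent replication substrate (50 nM final) was added to start the reaction. Fluorescence was read kinetically at 0 and 10 min.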
LDHA inh = LDHA (human) enzyme inhibition | P00338 | purified LDHA, NADH/diaphorase-resazurin fluorescence; hits give low values | activity change, % (values are at about 110 or 230 µM) | actives 0.15% (n = 480,000) | AID 1347041; in the data active means activity change below about -30%; inconclusive means mostly about -25% to -30%;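 further: plate controls were DMSO wells for no effect and wells without enzyme for full effect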
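Human LDH5 (2 nM) was incubated with 0.06 mM NADH and 0.2 mM pyruvate for 5 min at room temperature in Tris pH 7.4. Remaining NADH was coupled through diaphorase/resazurin, and resorufin fluorescence was read at 0 and 20 min.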
An asterisk follows results filed as active; ? = inconclusive; / = not tested or not shown; & = joins results of further samples; [ ] = remark or other dose. Unless noted, the call rests on the fitted dose curve; in most records, active means well fitted curve in the direction sought with a large enough effect; inconclusive means small, poorly fitted or top-dose-only effect, or another doubt; inactive means no such curve, though single readings can be large; an effect the other way counts as inactive or inconclusive. The list is partial; the hit share may differ from the screen's.

SMILES	ERG Ets-DNA blk	RGS4 inhibitor	Pol kappa inh	APEX1 inh	Apoferritin bind	12-LOX inh	Pol beta inh	POLH inh	LDHA inh
Cc1c(CNCCc2ccccc2Cl)c(C(=O)O)c(C)n1-c1ccccc1	8%	-25%	9%	24%	-17%	24%	23%	-11%	-3
Cn1ccnc1SCCNC(=O)CCc1nnc(CCCCc2ccccc2)o1	-21%	-19%	-5%	12%	?	-3%	0%	-16%	-4
COc1ccc(-c2nc(CN3CCCCC3c3nccn3C)c(C)o2)c(C)c1C (stereo not given)	0%	-19%	-2%	-2%	?	29%	?	-21%	-6
O=C(NCc1ccccn1)c1ccccc1OCc1ccc(F)cc1	-4%	16%	-10%	13%	/	15%	/	2%	-4
COc1ccc(NC(=S)N2CCC(NC(=O)c3cccc(C)c3)CC2)cc1	-12%	-32%	-24%	43%	-6%	-13%	-8%	-20%	-4
COc1cc(NC(=O)c2cc(S(=O)(=O)N3CCCCC3)c[nH]2)cc(OC)c1	2%	23%	-11%	1%	0%	0%	1%	-19%	0
COc1ccc(C2/C=C\CN(C(=O)Nc3ccc(C(F)(F)F)cc3)CC(=O)N2Cc2ccc(F)cc2)cc1 (stereo not given)	-2%	-11%&-11%	-10%&-14%	-12%&1%	-4%&-3%	/	-12%	-28%	-1
COC(=O)c1c(C)[nH]c(C(=O)OC(C)C(=O)N(C)C2CCCCC2)c1C (stereo not given)	-1%	4%	-9%	24%	/	-1%	/	-3%	-5
COc1ccc(NC(=O)CSc2nccn2-c2ccccc2)cc1	-2%	-21%	-12%	-4%	-9%	0%	19%	-13%	-6
N#CCOC(=O)/C=C/c1ccc2c(c1)OCO2	-11%	-11%	-7%	-4%	?	-14%	1%	-10%	-8
Cc1cc(C)c(NC(=O)/C=C\C(=O)O)c(Cl)c1	-9%	17%	-22%	1%	-3%	-13%	32%	-5%	-4
O=C1CC(/C=C/c2cccnc2)=Nc2ccccc2N1	-6%	19%	-4%	-1%	-10%	1%	15%	-6%	-1
Cc1cccc2cc(CN(C(=O)c3cccc([N+](=O)[O-])c3)C(C)C)c(=O)[nH]c12	-8%	-17%	-1%	17%	-16%	10%	3%	-10%	-2
C=CCn1c(CNC(=O)c2ccco2)nnc1SCC(=O)N1c2ccccc2Sc2ccccc21	-2%	-8%	0%	-3%	?	-3%	-1%	4%	-9
COc1ccc2c(CC(=O)N3CCN(S(=O)(=O)c4cccs4)CC3)coc2c1	2%	3%	-11%	3%	-8%	0%	5%	3%	-2
CC(CCc1ccccc1)NC(=O)c1cccs1 (stereo not given)	/	17%	-9%	-5%	-11%	6%	29%	-7%	-1
Cn1ncc2c(Nc3cccc(Cl)c3)nc(Nc3cccc(Cl)c3)nc21	2%	5%	-6%	-7%	-14%	?	?	-15%	-2
O=C(NCc1ccccc1)c1cccc(OCC(=O)N2CCN(C(=O)c3ccco3)CC2)c1	-9%	-7%	-1%	-2%	-18%	?	36%	6%	4
CC(C)(C)c1n[nH]c(=S)n(N)c1=O	5%	-40%	-7%	1%	-11%	0%	19%	-11%	4
S=C(NCCCN1CCOCC1)N1CCN(c2ccccc2)CC1	13%	8%	-4%	1%	-7%	?	20%	-2%	-7
CC1CCN(CCCNC(=O)CN2C(=O)CSc3ccc(S(=O)(=O)N4CCOCC4)cc32)CC1	-4%&1%	29%&4%	-15%	-8%	-3%&4%	7%&-13%	3%&2%	-2%&-27%	-6&-5
Cc1cccc(C(=O)N2CCCC(c3nc(-c4ccc(C)o4)no3)C2)c1 (stereo not given)	9%	1%	-12%	0%	-14%	-20%	49%	-3%	-9
OCCCNc1nc(-c2ccccc2)c2cc(Cl)ccc2n1	9%	2%	2%	/	/	0%	/	-19%	-8
CCOC(=O)c1c(C)[nH]c(CCC(=O)NCc2ccc(N(C)C)cc2)c1C	-7%	20%	-6%[60.1 µM]	/	3%	-19%	10%	-7%	-8
O=c1cc(CN2CCOCC2)c2cc(Cl)c(O)cc2o1	-14%	1%	4%	-21%	593%[activator]	-1%	8%	-2%	1

Continued.
SMILES	ERG Ets-DNA blk	RGS4 inhibitor	Pol kappa inh	APEX1 inh	Apoferritin bind	12-LOX inh	Pol beta inh	POLH inh	LDHA inh
COc1ccccc1CNC(=O)c1ccccc1C(=O)NC(CC(C)C)C(=O)NCc1ccccc1OC (stereo not given)	22%	-16%[56.9 µM]	-12%	-2%	-5%	-15%	4%	-34%	-1
CCOc1cccc(C(=O)Nc2ccc3[nH]ncc3c2)c1	-9%	3%	-3%	-4%	0%	23%	1%	-5%	-7
COc1cc2ccccc2cc1C(=O)NNC(=O)c1ccccc1O	/	/	/	0%	-12%	0%	39%	/	/
C=CCSc1nc(-c2ccccc2)c2cc(Cl)ccc2n1	-6%	-2%	-14%	-2%	6%	0%	-9%	-19%	-10
COC(CNC(=O)c1ccc(CS(=O)(=O)c2ccc(Br)cc2)o1)OC	4%	15%	-9%	54%[activator]	-2%	7%	2%	4%	-10
Cc1ccc(C(=O)N/C(=C/c2ccco2)C(=O)NCCc2c[nH]c3ccccc23)cc1	-1%	-11%	-2%	?	0%	?	-23%	-26%	-3
Cc1cnc(C)c(N(C)NC(=S)Nc2ccccc2)n1	5%	4%	-16%	3%	0%	0%	14%	-2%	-6
O=C(/C=C/c1cccc(Br)c1)NCc1ccncc1	8%	-18%	-9%	-1%	-6%	-20%	8%	-8%	-5
O=c1c2ccccc2[nH]c(=S)n1C1CCCCC1	1%	-37%	-12%	13%	-12%	215%[activator]	22%	-10%	-11
COc1cccc(N2CCN(C(=O)c3cc4cc(Cl)ccc4[nH]3)CC2)c1	-8%	17%	-21%	31%	-4%	49%[activator]	-2%	-1%	3
C=CCN(c1ccccc1)S(=O)(=O)c1ccc(Cl)c(C(=O)OCC(=O)NCCCN2CCCC2=O)c1	-9%	36%	-2%	0%	-13%	-9%	0%	2%	-11
Cc1nn(CCCC(=O)Nc2cccc(C(F)(F)F)c2)c(=O)c2nn(-c3ccccc3)c(C)c12	0%	-3%	-11%[60.1 µM]	/	-3%	-16%	-2%	18%	-1
COc1ccc(CCNC(=O)c2cnc(C)cn2)cc1	-1%	-6%	4%	23%	-1%	/	-1%	-7%	1
CCN1CCN(Cc2ccc(NC(=O)c3cc(NC(=O)c4nccnc4N)cc(OC)c3)cc2C(F)(F)F)CC1	-4%	1%	-1%	-1%	2%	-11%	-2%	-13%	-5
CCOC(=O)N1CCN(C(=O)CCc2ccc(S(=O)(=O)NCCc3ccccc3)cc2)CC1	2%	-20%	-5%	-6%	-17%	3%	4%	0%	-9
COc1ccc(CCNC(=O)CSc2n[nH]c(C)c2[N+](=O)[O-])cc1OC	10%	-16%	0%	1%	-6%	?	1%	-8%	-1
Cc1cccc(NC(=S)NCCN(C2CCCCC2)C2CCCC2)c1	-7%	-12%	5%	6%	-13%	-15%	-6%	-14%	-3
CCCC(=O)Nc1cccc(NC(=S)NC(=O)C(C)Oc2ccc(Cl)cc2Cl)c1 (stereo not given)	0%	?	-17%	-6%	-14%	?	0%	-29%	-4
CC1=C(c2ccc(C)c(C)c2)S(=O)(=O)N=C1N1CCN(c2cccc(C(F)(F)F)c2)CC1	11%	-2%	-9%	/	?	-1%	-22%	-5%	-6
NS(=O)(=O)c1ccc(NC(=O)COc2ncnc3sccc23)cc1	2%	-5%	-5%	-2%	-5%	2%	7%	-10%	-4
CC(C(=O)Nc1ccccc1-c1ccccc1)N1CCOCC1 (stereo not given)	2%	10%	-3%	1%	-6%	-11%[57.4 µM]	33%	-1%	-4
CSc1nnc(CSc2cc(C)nc(N(C)C)n2)o1	-17%	23%	-4%	0%	-6%	-19%	0%	-1%	-8
CCCn1c(N)c(C(=O)CSc2n[nH]c(-c3ccccc3F)n2)c(=O)n(C)c1=O	3%	11%	-9%	43%	/	-6%	/	-1%	-6
NC(=O)c1ccc(NC(=O)CN2CCN(C(=O)c3ccco3)CC2)cc1	0%	-10%[56.9 µM]	7%	38%	1%	-11%	0%	6%	-2
COc1ccc(CCNC(=O)C2(C)CCC(=O)N2CCC(C)C)cc1OC (stereo not given)	0%	-11%	10%	2%	2%	?	16%	-8%	-2

Other structures follow:
SMILES	ERG Ets-DNA blk	RGS4 inhibitor	Pol kappa inh	APEX1 inh	Apoferritin bind	12-LOX inh	Pol beta inh	POLH inh	LDHA inh
Cn1c(=O)c2c(nc(NCC(O)CO)n2CCc2ccccc2)n(C)c1=O (stereo not given)	-10%	-22%	3%	1%	-13%	0%	1%	-17%	-2
COc1cccc(Cn2cnc3c(NS(=O)(=O)c4cccc(Cl)c4Cl)c(C)c(C)cc32)c1	2%	14%	-17%	10%	4%	9%	-2%	3%	4
Cc1ccc(C)c(NC(=O)Cn2c(=O)n(CC3CCCO3)c(=O)c3ccccc32)c1 (stereo not given)	-2%	13%	5%	/	3%	-1%	-1%	-13%	-2
CCOc1ccc(C(=O)N2CCN(c3cccc(Cl)c3)CC2)cc1	9%	10%[56.9 µM]	2%	-4%	-15%	0%	0%	-11%	2
CCOc1ccc(N2CC(C(=O)Nc3cccnc3)CC2=O)cc1 (stereo not given)	0%	-19%	4%	26%	-7%	-1%	10%	-17%	-12
COc1cc(/C=N/NC(=S)N/N=C/c2cc(OC)c(OC)c(OC)c2)cc(OC)c1OC	7%	?	-7%	-1%	-18%	2%	0%	-20%	-17
CC(=O)c1cn(CC(=O)NCC2CCCO2)c2ccccc12 (stereo not given)	1%	-5%	-1%	-3%	1%	0%[57.4 µM]	2%	13%	-1
